thrombin 1536: blocks human thrombin protease activity. P00734. alpha-thrombin, Boc-VPR-AMC fluorogenic substrate cleavage. inhibition, % at 5 µM. 220,000 tested, 0.26% active;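 active = inhibition at or above 40%; inactive = inhibition below 40%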;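 note: 0% = enzyme with no compound and 100% = wells without enzyme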
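Material: human alpha-thrombin enzyme / Medium: pH 7.5 Tris (50 mM) with NaCl 150 mM, Tween 20 0.05% / Compound: single-point dosing at 5 µM, 0.2% DMSO / Incubation: enzyme reaction carried out at room temperature / Detection: AMC fluorescence, 355/460 nm / Read-out basis: percent inhibition scaled between no-compound controls and no-enzyme blanks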
FXIIa inh: blocks human coagulation factor XIIa protease activity; 220,000 tested, 0.3% active; purified FXIIa, Boc-QGR-AMC fluorogenic substrate, 2 h; AID 800; P00748; inhibition, % at 5 µM; in the data active = inhibition above about 40%;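 note: 0% = enzyme with no compound and 100% = blank without enzyme; many of its hits are not listed in these tables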
14-3-3 Bad PPI: disrupts binding of bovine 14-3-3 zeta to phospho-Bad peptide. TR-FRET 14-3-3zeta/Dy647-pBad peptide displacement, 1 h. inhibition, % at 21.7 µM. AID 781. 220,000 tested, 0.71% active. P63103;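 active = inhibition above about 70%, limit read from the data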;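 note: 0% = full 14-3-3 plus peptide FRET controls and 100% = background without 14-3-3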
Wee1 stabilizer: inhibitors of human Wee1 degradation. reporter increase, % at 5 µM. 220,000 tested, 1.2% active. AID 1321. HeLa Luc-Wee1K328M stability, luciferase luminescence; 100% = proteasome inhibitor MG132 effect. P30291;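 active = activation above the mean of all tested compounds plus 3 SD, set per screening run, cut at about 8.8% in these data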;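 note: cells exposed to compound for 20 h before luminescence read; 0% = DMSO alone and 100% = MG132 at 30 µM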
Runt-SMMHC FRET: inhibitors of human RUNX1 Runt domain binding to CBFb-SMMHC; Q01196+Q13951; Cerulean-Runt/Venus-CBFb-SMMHC FRET ratio 530/480, 1 h; inhibition, % at 20 µM; 220,000 tested, 0.74% active;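 active = mean inhibition across duplicate retests at 20 µM reaching about 50%, limit read from the data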;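 note: 0% = DMSO wells and 100% = wells with excess untagged CBFb-SMMHC; inhibitors lower the FRET ratio by blocking Runt binding to CBFb-SMMHC; some results filed as inactive read as strong as hits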
Hck-Nef inh: human Hck-Nef kinase inhibition; 220,000 tested, 0.68% active; AID 463187; P08631; inhibition, % at 20 µM; Recombinant Hck-YEEI plus Nef, Z-Lyte FRET kinase assay;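 active = Hck-Nef kinase inhibition above about 50%, limit read from the data; inactive = inhibition below that limit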;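 note: 0% = DMSO with Hck plus Nef and 100% = Hck alone without Nef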
FXIa inh: factor XIa (human) inhibition | P03951 | purified FXIa, Boc-Glu-Ala-Arg-AMC fluorogenic substrate | inhibition, % at 5 µM | 220,000 tested, 0.14% active;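 active = inhibition of at least 40%; inactive = inhibition below 40%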;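 note: fluorescence of freed AMC excited at 355 nm; 0% = enzyme without compound and 100% = no enzyme blank; many of its hits are not listed in these tables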
Target sequence (P03951 19-387 limits assumed): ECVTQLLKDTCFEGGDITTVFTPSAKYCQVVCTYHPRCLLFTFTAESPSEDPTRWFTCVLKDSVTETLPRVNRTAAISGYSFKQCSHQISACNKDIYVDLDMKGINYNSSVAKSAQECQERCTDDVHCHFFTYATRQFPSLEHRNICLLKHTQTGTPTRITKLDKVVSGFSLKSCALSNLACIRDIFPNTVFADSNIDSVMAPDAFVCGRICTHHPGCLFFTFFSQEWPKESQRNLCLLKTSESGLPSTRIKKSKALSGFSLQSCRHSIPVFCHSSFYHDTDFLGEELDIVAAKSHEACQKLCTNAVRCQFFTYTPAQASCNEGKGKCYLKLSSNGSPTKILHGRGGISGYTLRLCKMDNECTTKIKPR
Target sequence (P03951 388-625 limits assumed): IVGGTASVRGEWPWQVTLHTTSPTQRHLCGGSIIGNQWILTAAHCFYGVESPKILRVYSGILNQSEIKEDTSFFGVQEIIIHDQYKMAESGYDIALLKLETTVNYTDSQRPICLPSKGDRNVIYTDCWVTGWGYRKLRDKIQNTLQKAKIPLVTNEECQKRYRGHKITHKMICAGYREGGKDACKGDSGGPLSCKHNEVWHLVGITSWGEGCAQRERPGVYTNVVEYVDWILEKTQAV
hK5 inh: inhibitors of human kallikrein 5; Q9Y337; recombinant hK5, fluorogenic AMC substrate cleavage; inhibition, % at 5 µM; 210,000 tested, 0.59% active;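 active = inhibition of 40% or more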;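 note: 0% = enzyme controls without compound and 100% = no-enzyme blanks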
Target sequence (Q9Y337 67-293 limits assumed): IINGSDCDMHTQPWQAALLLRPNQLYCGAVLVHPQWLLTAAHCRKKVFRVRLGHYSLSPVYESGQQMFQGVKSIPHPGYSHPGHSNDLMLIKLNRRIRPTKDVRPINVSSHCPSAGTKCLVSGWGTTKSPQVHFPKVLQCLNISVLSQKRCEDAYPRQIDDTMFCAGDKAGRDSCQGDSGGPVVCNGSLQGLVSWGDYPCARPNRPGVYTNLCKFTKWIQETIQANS
Runt-CBFb FRET: inhibitors of human RUNX1 Runt domain binding to CBFb | Q01196+Q13951 | Cerulean-Runt/Venus-CBFb FRET ratio 530/480, 1 h | inhibition, % at 20 µM | 220,000 tested, 0.46% active | AID 1496;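 active = inhibition over about 50% at 20 µM in the single-dose screen, limit read from the data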;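 note: 0% = DMSO wells and 100% = excess unlabeled CBFb competitor control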
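Schedule: protein complex preformed 1 h, compound exposure 1 h, room temperature, dark; test system: Cerulean-labeled Runt domain protein; amount: 100 nM per protein; buffer or medium: Tris 50 mM pH 7.5, KCl, K2SO4, 0.01% BSA; read-out: loss of energy transfer signal; detection: FRET fluorescence; controls: 5 µM unlabeled CBFb as full-inhibition high control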
Starred values were filed as active, the others as inactive; x = not tested or not shown; [ ] = dose if it differs, or a comment. Only part of the results is shown. The share of hits here may be higher or lower than overall.

SMILES | thrombin 1536 | FXIIa inh | 14-3-3 Bad PPI | Wee1 stabilizer | Runt-SMMHC FRET | Hck-Nef inh | FXIa inh | hK5 inh | Runt-CBFb FRET
Cc1ccc(C2=CCNCC2)cc1 | 0 | 7 | -13 | -1 | 1 | 20 | 10 | 10 | 0
Cc1ccc(C2=NCC(=O)N(CC(=O)N3CCCCC3)c3sc(C)c(C)c32)cc1 | -8 | 4 | 6[fluorescence artefact?] | 2 | -7 | 3 | -4 | -19 | -2
CN1/C(=C\C=C\C2=[N+](C)c3ccc4ccccc4c3C2(C)C)C(C)(C)c2ccccc21 | -6 | 4 | -106[fluorescence artefact?] | -4 | 33 | 9 | -9 | 8 | 6
Cc1ccc(NC2=NCCCS2)c(C)c1C | -4 | 8 | 0 | -3 | 7 | 2 | 9 | -10 | 0
Clc1ccccc1C1NCc2ccccc2-n2cccc21 (stereo not drawn) | -7 | 7 | -5 | 0 | 0 | 5 | -3 | x | -1
O=C(Cc1ccccc1)N1CCN(CC2CC3C=CC2C3)CC1 (stereo not drawn) | 0 | 10 | 60[fluorescence artefact?] | 1 | 2 | -1 | 3 | -10 | -1
CCOC(=O)C(C)Oc1cc(C)cc2oc(=O)c3c(c12)CCCC3 (stereo not drawn) | 3 | 17 | 5 | -1 | -2 | -7 | 3 | 1 | -4
FC(F)(F)c1cccc(N2CCNCC2)c1 | x | x | 7 | 1 | 2 | x | x | x | 0
O=C(C(=O)N1CCC2(CC1)OCCO2)c1c[nH]c2ccccc12 | -9 | 12 | -9 | 2 | 0 | 23 | 0 | 3 | -1
Cc1cccc(OP(=O)(Nc2ccc(F)cc2)Oc2cccc(C)c2)c1 | -6 | 0 | 1 | 2 | -2 | -12 | -4 | x | -3
Cc1cc(/C=C2/C(=O)NC(=O)N(C)C2=O)c(C)n1-c1ccccc1 | -6 | 9 | 1 | 1 | -14 | -26 | 4 | 0 | 0
O=C(N/N=C/c1c(O)n(C2CC2)c(=S)[nH]c1=O)c1ccccc1O | 7 | 2 | 10 | -2 | 73* | 2 | 8 | -82 | 42
CCC12CN3CC(CC)(CN(C1)C3c1cccnc1)C2=O (stereo not drawn) | 4 | 10 | 10 | 0 | -2 | 1 | -1 | -16 | 7
Nc1ccccc1-[n+]1c(-c2ccccc2)cc(-c2ccccc2)cc1-c1ccccc1 | 0 | 9 | 0 | -3 | -4 | -12 | -9 | 0 | 1
CN(C)c1ccc(-[n+]2c(-c3ccccc3)cc(-c3ccccc3)cc2-c2ccccc2)cc1 | 5 | -5 | -7 | -3 | -2 | -1 | -4 | -17 | -2
CCCCCCC(N)CC(=O)O (stereo not drawn) | -7 | 13 | -11[fluorescence artefact?] | -1 | 0 | 2 | -7 | -13 | 1
CCOP(=O)(OCC)C(NC(=O)NC)C(N)=O (stereo not drawn) | -4 | 7 | 1 | 7 | 5 | 2 | -1 | 2 | 2
c1ccc2c(c1)CNc1ccccc1O2 | -4 | 8 | -14 | -1 | 2 | 0 | -2 | 1 | 0
COc1ccccc1-n1c(-c2cccs2)nc2ccccc2c1=O | 6 | 7 | 5 | 0 | 3 | 3 | 4 | 2 | -3
CC1(C)C2([N+](=O)[O-])CNCC1([N+](=O)[O-])CNC2 | -1 | 7 | -1 | 0 | -1 | 3 | 4 | -13 | 0
CCCc1c(C)nc(-c2ccc(C)cc2)nc1OC(=O)N(C)C | -9 | 0 | 2 | -2 | -1 | 3 | -3 | -4 | 2
Cc1cccc(C)c1OP(N)(=O)Oc1c(C)cccc1C | -2 | 7 | 1 | 0 | 2 | 19 | 0 | 1 | -1
CCOC(=O)C1CCN(C(C)C(=O)c2c(C)[nH]c3cc(C)ccc23)CC1 (stereo not drawn) | 4 | -31 | -7 | -1 | 1 | 0 | 8 | -8 | -1
Clc1ccc2c(c1)C(c1ccccc1Cl)=NCc1nncn1-2 | -1 | 5 | 7[fluorescence artefact?] | -1 | 8 | 6 | -3 | 0 | -1
CC(=O)Nc1cc(C(=O)N2CCC3(CC2)OCCO3)ccc1Sc1ccc(F)cc1 | 2 | -1 | 0 | -3 | 1 | 18 | -4 | -5 | -1
Cc1cccc(-n2c(/C=C/c3ccc([N+](=O)[O-])o3)nc3ccccc3c2=O)c1 | 1 | 23 | 7[fluorescence artefact?] | 2 | -24 | 4 | 18 | -7 | -3
CC(C)NC(=O)Cn1cc(C(=O)c2ccccc2F)c2ccccc21 | 0 | 13 | -5 | -1 | -3 | -21 | 3 | -7 | -1
COc1ccccc1N1CCN(Cc2cccc(OC)c2O)CC1 | -1 | 2 | 15 | 2 | 1 | 3 | -3 | -23 | 1
COc1cc2c(cc1OC)-c1c3c(cc4c1[C@@H](C2)N(C)CC4)OCO3 | -5 | 11 | -5[fluorescence artefact?] | -1 | 12 | -1 | -3 | -12 | 7
O=C1NC(=O)C(=Cc2coc3ccc(O)cc3c2=O)C(=O)N1 | -3 | 8 | 3 | -2 | -9 | 78* | 4 | 0 | 7

Sorted by number of heavy atoms (ascending): nine of the compounds above
SMILES | thrombin 1536 | FXIIa inh | 14-3-3 Bad PPI | Wee1 stabilizer | Runt-SMMHC FRET | Hck-Nef inh | FXIa inh | hK5 inh | Runt-CBFb FRET
CCCCCCC(N)CC(=O)O (stereo not drawn) | -7 | 13 | -11[fluorescence artefact?] | -1 | 0 | 2 | -7 | -13 | 1
c1ccc2c(c1)CNc1ccccc1O2 | -4 | 8 | -14 | -1 | 2 | 0 | -2 | 1 | 0
CCOP(=O)(OCC)C(NC(=O)NC)C(N)=O (stereo not drawn) | -4 | 7 | 1 | 7 | 5 | 2 | -1 | 2 | 2
Cc1cccc(C)c1OP(N)(=O)Oc1c(C)cccc1C | -2 | 7 | 1 | 0 | 2 | 19 | 0 | 1 | -1
O=C1NC(=O)C(=Cc2coc3ccc(O)cc3c2=O)C(=O)N1 | -3 | 8 | 3 | -2 | -9 | 78* | 4 | 0 | 7
CCCc1c(C)nc(-c2ccc(C)cc2)nc1OC(=O)N(C)C | -9 | 0 | 2 | -2 | -1 | 3 | -3 | -4 | 2
COc1ccccc1N1CCN(Cc2cccc(OC)c2O)CC1 | -1 | 2 | 15 | 2 | 1 | 3 | -3 | -23 | 1
COc1cc2c(cc1OC)-c1c3c(cc4c1[C@@H](C2)N(C)CC4)OCO3 | -5 | 11 | -5[fluorescence artefact?] | -1 | 12 | -1 | -3 | -12 | 7
CCOC(=O)C1CCN(C(C)C(=O)c2c(C)[nH]c3cc(C)ccc23)CC1 (stereo not drawn) | 4 | -31 | -7 | -1 | 1 | 0 | 8 | -8 | -1

Next entries follow.
SMILES | thrombin 1536 | FXIIa inh | 14-3-3 Bad PPI | Wee1 stabilizer | Runt-SMMHC FRET | Hck-Nef inh | FXIa inh | hK5 inh | Runt-CBFb FRET
O=C(CCC(=O)N1CCC2(CC1)OCCO2)Nc1nnc(C(F)(F)F)s1 | -2 | 11 | -3 | -1 | 4 | -1 | -8 | -6 | 0
C=CCn1c(O)c(C(C)=NCCCN2CCOCC2)c(=O)[nH]c1=O | 1 | 2 | -9 | 0 | 0 | 1 | -6 | -3 | 5
COc1ccc(OCC#CCN2CCCCCC2)cc1 | -11 | 3 | 12 | -2 | -1 | -4 | -6 | -5 | -1
COc1ccccc1Cn1c(SCC(=O)C(C)(C)C)nc2cc(C(=O)N3CCC4(CC3)OCCO4)ccc2c1=O | 1 | 3 | -5 | 0 | -4 | -6 | -7 | -20 | -5
CC1(C)C(C(=O)NCc2ccco2)C1(C)C | -4 | 13 | 8 | 2 | -3 | 1 | -2 | -6 | 1
COc1ccc(NC2=NC(C)(C)CS2)cc1 | -2 | 10 | 1 | 16* | 11 | 24 | 10 | 0 | 16
CCCCCCN=C(C)c1c(O)n(Cc2ccccc2)c(=O)[nH]c1=O | 0 | -1 | -1 | 4 | 0 | -1 | 1 | -19 | -4
Cc1cc(OCc2nn[nH]n2)c2c3c(c(=O)oc2c1)CCCC3 | -3 | 13 | 44 | 0 | 0 | 4 | -1 | -12 | -2
NC(=O)C1(N2CCCCC2)CCN(Cc2ccccc2)CC1 | 1 | 0 | -10 | -1 | 1 | 9 | 3 | 1 | 0
C[C@]12CCC(=O)C=C1CC[C@@H]1[C@@H]2CC[C@]2(C)C(=O)CC[C@@H]12 | 0 | 0 | -4 | 0 | 3 | -7 | 1 | 1 | -4
O=c1c(C=Nc2cccnc2Cl)c(O)n(CCCCl)c(=O)n1C1CCCCC1 | -10 | -2 | -27 | 8 | -10 | 1 | -4 | -34 | -10
Cc1ccc(OCC(=O)N2CCN(Cc3ccc4c(c3)OCO4)CC2)cc1C | 1 | 11 | -4 | -2 | 0 | 16 | 2 | 8 | -3
Cc1nonc1-c1nc(-c2nonc2N)n[nH]1 | 0 | 12 | 25[fluorescence artefact?] | -2 | -1 | -1 | 4 | -19 | 1
CC(=NCCO)c1c(O)n(C)c(=O)n(C)c1=O | -2 | 2 | -21[fluorescence artefact?] | -2 | -5 | 1 | 5 | -12 | -4
N=c1sc2c(n1Cc1ccccc1)CCCC2 | 6 | 15 | 6[fluorescence artefact?] | -1 | 1 | 2 | 2 | -4 | 0
CN1C(=O)CN=C(c2ccccc2)c2cc([N+](=O)[O-])ccc21 | x | x | 6 | -3 | -3 | x | x | x | 2
O=C1CN=C(c2ccccc2)c2oc3ccc(Br)cc3c2N1 | -12 | 8 | 8 | 0 | -2 | 2 | -1 | -11 | 0
CC(=O)N1N=C2C3CCN(CC3)C2C1c1cccc2ccccc12 (stereo not drawn) | -1 | 10 | -7 | 7 | -6 | -11 | 8 | -7 | 0
CCCCP(=O)(O)CCC(=O)O | -1 | -6 | 10 | 1 | -2 | 0 | -1 | -13 | -1
CCOC(=O)c1c(C)[nH]c(C(=O)C(C)N2CCCC2)c1C (stereo not drawn) | -3 | 10 | 2 | -3 | 2 | 0 | 0 | x | -1
CC(=O)Nc1ccc(C(c2c(O)c3ccccc3oc2=O)c2c(C)n(C)n(-c3ccccc3)c2=O)cc1 (stereo not drawn) | -15 | 4 | -15 | -1 | -5 | 24 | -3 | -9 | 0
O=c1cccc2n1CC1CC2CN(Cc2c(F)cccc2Cl)C1 (stereo not drawn) | 2 | 8 | 77* | 4 | 0 | 0 | 1 | -3 | -2
Cc1ccc(CN2CCN(CC(=O)N3CCC4(CC3)OCCO4)C2=O)cc1 | -5 | 5 | -7 | 0 | -1 | -1 | -5 | 1 | 2
CC12CC(c3ccccc3O1)C(C(=O)OCc1ccccc1)C(=O)N2 (stereo not drawn) | 3 | 17 | -1 | -1 | 2 | 8 | 9 | 5 | -1

Compound activity as filed in PubChem.
